DAGLB inh: DAGLB lipase inhibitors, primary screen, biochemical, fluorescence, HTS. AID 504411, 2011. HEK293T DAGLB membrane lysate, EnzChek fluorogenic substrate. hit rate 0.059% among 340,000. inhibition, % at 5.17 µM; in the data active = inhibition above about 34%;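 note: 0% = enzyme with vehicle and 100% = wells lacking enzyme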
Target sequence (Q8NCG7 whole entry, looked up): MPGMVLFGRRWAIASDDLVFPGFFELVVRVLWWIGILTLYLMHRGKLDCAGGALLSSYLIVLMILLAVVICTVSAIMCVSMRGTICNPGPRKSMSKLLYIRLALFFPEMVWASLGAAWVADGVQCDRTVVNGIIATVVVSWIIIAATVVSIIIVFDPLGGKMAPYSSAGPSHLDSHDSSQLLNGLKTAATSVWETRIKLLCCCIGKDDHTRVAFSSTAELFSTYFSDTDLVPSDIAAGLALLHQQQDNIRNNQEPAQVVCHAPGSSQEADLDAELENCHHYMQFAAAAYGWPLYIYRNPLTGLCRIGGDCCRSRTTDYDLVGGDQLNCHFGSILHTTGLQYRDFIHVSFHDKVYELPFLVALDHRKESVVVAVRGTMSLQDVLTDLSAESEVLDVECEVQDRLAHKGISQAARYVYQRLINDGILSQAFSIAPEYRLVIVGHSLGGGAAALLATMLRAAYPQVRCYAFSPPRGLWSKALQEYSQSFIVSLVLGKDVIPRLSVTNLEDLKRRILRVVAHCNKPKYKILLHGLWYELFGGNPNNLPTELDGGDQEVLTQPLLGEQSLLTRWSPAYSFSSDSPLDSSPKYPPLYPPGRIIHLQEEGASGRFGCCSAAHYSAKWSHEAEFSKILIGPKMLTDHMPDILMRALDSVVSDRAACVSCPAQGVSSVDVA
Keap1-Nrf2 PPI: Keap1-Nrf2 protein-protein interaction inhibitors, primary screen, biochemical, fluorescence polarization, single point; Kelch-like ECH-associated protein 1 (Homo sapiens), Q14145; Keap1 Kelch-Nrf2 peptide fluorescence polarization, 1536-well; inhibition, % at 9.4 µM; hit rate 0.15% among 340,000; in the data active = inhibition above about 12%;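 note: human Keap1 Kelch domain with fluorescein labeled Nrf2 9mer peptide probe; 0% = neutral control wells and 100% = peptide positive control; higher means more block of Keap1 binding to Nrf2 peptide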
CAL PDZ FP-1: CAL PDZ peptide-binding inhibitors, primary screen, biochemical, fluorescence polarization, Cer-tagged CAL PDZ, HTS | Golgi-associated PDZ and coiled-coil motif-containing protein (Homo sapiens), Q9HD26 | purified CAL PDZ, TMR-peptide fluorescence polarization, 1 h | inhibition, % at 20 µM | hit rate 0.02% among 330,000 | AID 504414, 2011;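 active = highest replicate inhibition of at least 40%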;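 note: plate controls were DMSO neutral control wells for no effect and unlabeled competitor peptide control wells for full effect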
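Assay system – tagged CAL PDZ protein CerCALP, purified · Timing – 1 h at RT · Compound – single point, 20 µM · Measured by – fluorescence polarization from S- and P-plane intensities, G-factor corrected · Evaluation – inhibition from polarization loss · Probe or stimulus – TMR reporter peptide T*-PRC34 · Buffer or medium – pH 7.4 phosphate-saline buffer, reducing agent, detergent, IgG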
C-LANA FP: inhibitors of KSHV C-LANA binding to DNA, primary screen, biochemical, fluorescence polarization, FAM-LBS DNA, MBP-C-LANA, single point; AID 504423, 2011; hit rate 0.078% among 340,000; Kaposi's sarcoma herpesvirus LANA C-terminal domain (residues 932-1162) DNA binding; inhibition, % at 9 µM;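 active = highest replicate inhibition at or above 60% at 9 µM, even if other replicates fall short; inactive = all replicates below 60% inhibition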;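 note: 0% = neutral control wells and 100% = 4 µM acridine orange control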
CAL PDZ FP-2: untagged CAL PDZ binding inhibitors, primary screen, biochemical, fluorescence polarization, HTS. hit rate 0.92% among 300,000. inhibition, % at 24.9 µM. Golgi-associated PDZ and coiled-coil motif-containing protein (Homo sapiens), Q9HD26. purified CAL PDZ, TMR-peptide fluorescence polarization, 1 h. AID 602252, 2012;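 active = mean inhibition of at least 30% with at least half of replicates also reaching 30%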;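 note: 0% = DMSO neutral control and 100% = excess unlabeled competitor peptide PRC23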
PKA-R2B act: activators of PKA-R2B holoenzyme, primary screen, biochemical, fluorescence polarization, Cy5-IP20, human; cAMP-dependent protein kinase catalytic subunit beta (Homo sapiens) + cAMP-dependent …; hit rate 0.079% among 340,000; activation, % at 11.4 µM; PKA-R2B holoenzyme dissociation; R2B truncated from residue 108, S112A mutant; 0% DMSO only, 100% 113 µM cGMP; AID 504700, 2011;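 active = activation above a cutoff set at the mean over all compounds plus 3 SD, cut at about 18% in these data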;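 note: higher means more holoenzyme dissociation and a rise in polarization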
Target sequence (P31323 whole entry, looked up, other chains not shown, the tested form may be a part): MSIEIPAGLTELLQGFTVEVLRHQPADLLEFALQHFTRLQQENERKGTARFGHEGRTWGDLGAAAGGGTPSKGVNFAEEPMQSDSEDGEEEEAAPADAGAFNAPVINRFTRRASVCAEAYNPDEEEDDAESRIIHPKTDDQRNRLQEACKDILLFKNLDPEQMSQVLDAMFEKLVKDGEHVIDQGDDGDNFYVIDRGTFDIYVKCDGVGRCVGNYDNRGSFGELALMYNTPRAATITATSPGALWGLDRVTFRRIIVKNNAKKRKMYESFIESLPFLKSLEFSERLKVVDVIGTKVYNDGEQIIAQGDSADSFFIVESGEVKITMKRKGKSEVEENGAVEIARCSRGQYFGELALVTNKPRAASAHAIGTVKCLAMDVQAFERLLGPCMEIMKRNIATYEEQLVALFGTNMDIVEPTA
Rtt109 HAT inh: inhibitors of C. albicans Rtt109/Vps75 HAT, primary screen, biochemical, ThioGlo CoA-SH fluorescence, plate reader; Histone acetyltransferase RTT109 (Candida albicans (strain SC5314 / ATCC MYA-2876)), …; purified Rtt109/Vps75, 4 h; inhibition, % at 34.9 µM; hit rate 0.16% among 330,000; AID 540336, 2011;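 active = inhibition of at least 50% in every replicate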
SR-BI uptake up: activators of SR-BI mediated DiI-HDL uptake, primary screen, ldlA[mSR-BI] CHO cells, DiI fluorescence; activation, % at 12.5 µM; 3 h; 100 = double the neutral-control signal; hit rate 0.096% among 320,000; AID 504775, 2011;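 active = mean replicate activation of at least 60% and every replicate at or above 60%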;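 note: 0% = median plate neutral-control signal and 100% = twice that signal; values of inactives mirror those of a sister screen read the other way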
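Assay system: CHO ldlA[mSR-BI] cells, LDL receptor-null, SR-BI overexpressing; medium: Ham's F12 with 0.5% BSA, HEPES 25 mM, pH 7.4; also added: DiI-HDL 10 µg/mL; timing: 3 h uptake period with compound, 37 °C; signal: DiI fluorescence, bottom read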
RTF Ca sens act: cardiac RTF calcium sensitivity activators, primary screen, biochemical, IANBD-TnC fluorescence, EC20 calcium; Troponin I, cardiac muscle (Homo sapiens) + Troponin T, cardiac muscle (Homo sapiens) + …; IANBD-labeled TnC RTF fluorescence at EC20 calcium; 0% EC20 calcium, 100% full calcium; activation, % at 7.2 µM; hit rate 0.24% among 340,000;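 active = activation above the mean over all tested compounds plus 3 SD, cut at about 30% in these data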;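 note: rise in fluorescence read as greater calcium sensitivity of cardiac thin filaments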
RTF Ca sens inh: cardiac RTF calcium sensitivity inhibitors, primary screen, biochemical, IANBD-TnC fluorescence, EC70 calcium; IANBD-labeled cardiac RTF, Ca2+ fluorescence; inhibition, % at 7.15 µM; hit rate 0.12% among 340,000; AID 493244, 2011;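 active = inhibition above the mean inhibition of all tested compounds plus 3 SD, cut at about 17% in these data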;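 note: assay run at fixed EC70 calcium of 1.6 mM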
* = called active by the depositor; . = no result given.

SMILES	DAGLB inh	Keap1-Nrf2 PPI	CAL PDZ FP-1	C-LANA FP	CAL PDZ FP-2	PKA-R2B act	Rtt109 HAT inh	SR-BI uptake up	RTF Ca sens act	RTF Ca sens inh
FC(F)Sc1ccc(Nc2ncnc3nc[nH]c23)cc1	3	-1	-2.3	-1.5	.	4	4	18	-1	-4
CCCCN1CCCCC1C(=O)Nc1c(C)cc(C)cc1C (stereo not given)	-4	5	1.3	2.5	-1	3	6	.	4	-4
Cc1ccc(S(=O)(=O)N2CCCSCC2)cc1	3	-8	0.2	0.5	-4	2	-3	-17	-5	1
CC(C)CCn1c2ccccc2c2cc(CC(N)=O)ccc21	-1	3	1.2	-1.2	-2	-8	2	-13	1	-5
O=C(NCC(O)c1ccc2ccccc2c1)c1c(F)cccc1F (stereo not given)	-2	-3	-1.5	3.1	-8	-3	1	-19	2	0
Fc1ccc(C2CC(c3ccco3)=NN2c2ccccc2)cc1 (stereo not given)	-8	-2	1.2	-0.1	-6	-5	-16	-5	-2	7
CCN(CC)C(=O)N1CCN(S(=O)(=O)c2ccc(C)c(C)c2)CC1	0	-5	-1.1	-0.2	-6	1	-12	13	1	-4
CCC(=O)Nc1ccc2c(c1)nc(CCN1CCN(c3ccccc3)CC1)n2C	-2	-1	-0.5	0.5	.	-3	2	0	-2	5
CCOC(=O)C1CCN(S(=O)(=O)c2cccc(-c3cn4cccc(C)c4n3)c2)CC1	0	0	-4.9	2.3	2	-18	12	10	-4	-6
CC(C)NC(=O)c1cc2cc(Br)ccc2oc1=O	2	-2	-0.9	-0.6	9	-14	4	-16	2	4
COc1cc(C)nc(N(Cc2ccccc2)S(=O)(=O)c2ccccc2)n1	-10	-6	-1.8	-0.9	-2	-10	2	6	-4	-1
O=C(NC(Cc1ccccc1)C(=O)O)/C(=C/c1ccc(Br)cc1)NC(=O)c1ccc(Br)o1 (stereo not given)	2	-2	-0.4	-0.4	.	-18	6	11	-6	-1
Cc1ccc(C)c(S(=O)(=O)N2CCN(C(=O)CCc3nc4ccccc4c(=O)[nH]3)CC2)c1	0	-5	2.5	-1.0	-2	-4	1	-30	4	-5
O=[N+]([O-])c1ccc(-n2nncc2-c2ccccc2)cc1	2	2	-0.1	-0.5	-3	-9	-12	-12	5	-9
CCCCN(C(=O)c1ccc2c(c1)S(=O)(=O)N=C1CCCCCN12)c1c(N)n(CCCC)c(=O)[nH]c1=O	2	0	-3.0	1.1	-4	6	6	19	4	-15
COc1ccc(CNc2ncnc(N)n2)cc1	-1	-8	0.0	-1.5	7	7	-1	17	0	9
CC(=O)N1c2ccc(S(=O)(=O)N(C)CC(=O)Nc3cccc(C)c3)cc2CC1C (stereo not given)	-1	3	-2.0	0.8	-6	7	0	-5	2	0
CCN(CC)C(=O)Cn1cnc2c1c(=O)n(C)c(=O)n2C	-1	1	-1.1	-0.5	-8	-10	-4	-12	-4	-2
C=C1C[C@@]23CCC4[C@@](C)(CCC[C@@]4(C)C(=O)OC)C2CC[C@]1(OC(C)=O)C3 (stereo not given in full)	-12	1	0.2	1.1	0	-2	-6	35	-7	1
COc1ccc(NS(=O)(=O)c2cccc(C(=O)N/N=C(/C)c3ccc(-n4ccnc4)cc3)c2)cc1	-2	1	-1.0	-0.7	0	-6	0	-29	-2	-3
CCOC(=O)/C(C#N)=C1\CC2CCC1(C)C2(C)C (stereo not given)	-1	-5	-2.6	0.4	-1	8	8	0	5	0
COc1ccc(N(C(C)=O)S(=O)(=O)c2cccs2)cc1	-1	-7	1.5	0.3	-2	-3	-21	23	14	-10
CCCCN(CC)CCCNC(=O)c1cc2c(-c3ccc(OC)c(OC)c3)nn(C)c2s1	-2	3	-0.3	-5.6	-12	-3	-7	-13	-6	-3
COc1ccc(-c2nc(S(=O)(=O)c3ccccc3)c(NCCCN3CCOCC3)o2)cc1	2	-4	0.0	2.0	-5	2	-3	19	-1	-9
COc1ccc(-c2ccc(C#N)c(OC)n2)cc1	.	0	-0.3	-0.6	-3	.	-8	-36	.	.

3 compounds out of the list, arranged by count of non-hydrogen atoms, ascending:
SMILES	DAGLB inh	Keap1-Nrf2 PPI	CAL PDZ FP-1	C-LANA FP	CAL PDZ FP-2	PKA-R2B act	Rtt109 HAT inh	SR-BI uptake up	RTF Ca sens act	RTF Ca sens inh
COc1ccc(CNc2ncnc(N)n2)cc1	-1	-8	0.0	-1.5	7	7	-1	17	0	9
CCCCN1CCCCC1C(=O)Nc1c(C)cc(C)cc1C (stereo not given)	-4	5	1.3	2.5	-1	3	6	.	4	-4
COc1cc(C)nc(N(Cc2ccccc2)S(=O)(=O)c2ccccc2)n1	-10	-6	-1.8	-0.9	-2	-10	2	6	-4	-1

Remaining list, next part.
SMILES	DAGLB inh	Keap1-Nrf2 PPI	CAL PDZ FP-1	C-LANA FP	CAL PDZ FP-2	PKA-R2B act	Rtt109 HAT inh	SR-BI uptake up	RTF Ca sens act	RTF Ca sens inh
COc1ccccc1N1CCN(CCCC(=O)c2ccc(F)cc2)CC1	-2	-2	-2.6	1.4	-14	-7	-4	-22	2	7
CN1CCc2c(sc(NC(=O)C3COc4ccccc4O3)c2C(N)=O)C1 (stereo not given)	-1	1	-2.6	-0.2	-5	-3	20	-2	-2	-5
O=C(CSc1ccc(-c2ccco2)nn1)Nc1ccc(F)cc1F	2	-5	0.3	1.7	-6	-7	-4	.	0	2
CCOc1ccc(NC(=O)CN(C)C(=O)C2CCCO2)cc1OCC (stereo not given)	1	1	-2.2	-2.2	0	-3	-12	7	0	-10
COc1ccc2sc(NCc3ccccc3)nc2c1	-5	-1	-0.7	-0.8	5	-1	-4	5	-3	-1
Cc1ccccc1C(=O)NC1CCN(C(=O)NC2CCCCC2)CC1	2	-3	-2.1	1.1	1	9	0	14	1	-1
COc1ccccc1/C=C/C=C1N=C(/C=C/c2ccc(Cl)cc2)OC/1=O	6	-1	-0.9	2.7	-5	-1	-1	28	8	-3
Cc1ccc(C(=O)NC(C)C(c2cccs2)N2CCCC2)s1 (stereo not given)	-1	-1	-1.3	-0.9	.	9	-12	44	3	1
C[C@H](CO)N1C[C@H](C)[C@@H](CN(C)C(=O)NC2CCCCC2)Oc2ccc(NC(=O)Nc3ccc(C(F)(F)F)cc3)cc2C1=O	3	-1	-4.0	0.7	-4	8	9	15	2	-13
Clc1ccccc1C(c1ccccc1)(c1ccccc1)n1ccnc1	2	0	-0.8	-0.8	-1	-8	2	-1	2	4
COC(=O)[C@]1(C)N[C@H](CN(C)C(=O)c2ccccc2)[C@@H]2C(=O)N(Cc3ccccc3)C(=O)[C@@H]21	0	2	-0.3	-2.1	-2	8	9	-6	-5	-1
N#Cc1cc2c(nc1SCC1COc3ccccc3O1)CCC2 (stereo not given)	-10	6	-0.7	-1.3	-5	5	-6	-7	-3	2
Cn1c(SCC(=O)Nc2cccc(NC(=O)c3cccs3)c2)nnc1-c1ccncc1	-2	-7	-0.7	1.5	-3	-15	4	-30	-2	-7
CCOc1cccc(-c2c(C(=O)N/N=C/c3ccoc3)nnn2-c2nonc2N)c1	-2	-1	-1.7	-0.3	5	4	6	2	-4	-6
COC(C[C@@H]1O[C@@H]1[C@H](O)[C@H](C)OCc1ccccc1)OC	0	1	1.2	-0.6	3	-20	-1	7	-6	1
COc1ccccc1C(=O)NC(CCSC)C(=O)NNC(=O)c1ccccc1C (stereo not given)	0	-3	-3.3	4.9	8	-9	48	7	1	1
Cc1cccc(C(=O)NCC(=O)NCC(c2cccs2)N2CCOCC2)c1 (stereo not given)	-1	1	0.4	0.0	.	7	4	-19	-5	6
O=C(c1ccc(=O)[nH]c1)N1CCN(S(=O)(=O)c2ccc(Cl)cc2)CC1	3	-6	-2.1	-0.5	1	2	-8	5	0	-9
Clc1ccccc1Cn1nnc2c(N3CCCC3)ncnc21	0	4	-1.1	0.2	-2	10	4	-2	0	-3
COCCN1CCN(c2cc(-c3ccccc3)nc3cc(-c4cccc(F)c4)nn23)CC1	-8	4	-2.3	1.1	-3	-4	6	-42	-6	4
O=C(O)c1cc2c(cn1)[nH]c1ccccc12	0	-3	.	0.9	-7	-6	-9	14	3	-3
CC1=NNC(=O)C1CC(=O)N/N=C/C(Br)=C/c1ccccc1 (stereo not given)	.	6	-0.1	0.8	.	.	3	4	.	.
COc1ccccc1CNC(=O)c1oc2ccc(S(=O)(=O)N3CCCC3)cc2c1C	-2	-5	-0.1	1.0	2	5	-7	.	2	-2
CCOc1ccccc1N1CCN(c2ncnc3scc(-c4ccc(OC)cc4)c23)CC1	-4	-3	-3.2	-1.6	6	1	-6	-21	3	8
Cc1ccc(S(=O)(=O)N2CCOCC2)cc1C(=O)NC(C)CCc1ccccc1 (stereo not given)	-1	-1	-0.6	-1.6	-3	-2	1	14	-5	-11
(list continues)
SMILES	DAGLB inh	Keap1-Nrf2 PPI	CAL PDZ FP-1	C-LANA FP	CAL PDZ FP-2	PKA-R2B act	Rtt109 HAT inh	SR-BI uptake up	RTF Ca sens act	RTF Ca sens inh
CC(C)c1ccc(NC(=O)CCNS(=O)(=O)c2ccc3[nH]c(=O)oc3c2)cc1	-1	2	-1.1	1.2	-3	9	8	11	-5	-2
O=C(CN1C(=O)COCC1=O)N1CCOCC1	-1	2	-1.6	1.5	-1	-10	.	-3	-2	1
CCN1CCCC1CNCc1cc(OC)c(OC)c(OC)c1 (stereo not given)	0	0	-0.3	0.2	-2	-2	-4	29	-6	-3
CCOC(=O)Cc1csc(NC(=O)CC)n1	-2	4	-0.9	-0.6	3	8	-7	0	-4	-3
Cn1c(=O)c2c(ncn2CC(=O)OCC(=O)Nc2ccc(Cl)cc2)n(C)c1=O	1	-1	-1.5	-2.7	1	2	3	-11	2	3
CCC(CC)NC(=O)CN1CCN(S(=O)(=O)c2cccs2)CC1	-1	-4	-3.1	-0.2	-4	-4	3	16	-9	-17
CSc1ccc(C2=C/C(=C3/SC(=S)NC3=O)c3ccccc3O2)cc1	3	-3	0.2	1.9	-2	-8	8	-29	3	-11

Screening data deposited in PubChem BioAssay by several laboratories.
